TRb-SRC2 inh: inhibitors of human thyroid hormone receptor beta-SRC2 interaction; P10828; TRbeta-SRC2 peptide binding, fluorescence polarization; receptor liganded with 1 µM T3; Potency, µM (highest dose often 106 µM), without a hit: at the highest dose activity change, negative = inhibition, most hits filed as inhibitors; 0.065% of 280,000 active; AID 1469;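 note: potency is the fitted concentration of half-maximal effect; plate controls were bound peptide for no effect and peptide without receptor for full effect; nearly all actives have a fitted effect of over 50% in size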
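Read-out is fluorescence polarization (555 nm excitation, 632 nm emission) of a Texas Red SRC2 coactivator peptide; loss of signal reflects blocked binding to human TRb ligand-binding domain in the presence of 1 uM T3.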
GLA spleen mod: inhibits or activates alpha-galactosidase in human spleen homogenate; P06280; AID 2107; Potency, µM (top dose mostly 80 µM), inactives show at the top dose activity change, negative = inhibition, most hits filed as inhibitors; human spleen homogenate, 4MU-alpha-Gal fluorescence, 40 min; 0.008% of 240,000 active;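 note: potency is the fitted concentration of half-maximal effect; 0% = enzyme with vehicle and -100% = no enzyme basal signal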
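Spleen homogenate 1 ug + cpd (titration) + 4-MU-alpha-D-galactopyranoside 1 mM; 37C 40 min; 50 mM citrate/phosphate pH 5.0, 0.01% Tween-20; stop pH 10; fluorescence 365/440; AC50 via Hill.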
CBFb RUNX1 block: inhibitors of human CBF-beta and RUNX1 interaction | Q01196+Q13951 | AlphaScreen CBFb-His/RUNX1-biotin binding, biochemical | Potency, µM (series often up to 59.8 µM), for the others: at the top dose activity, negative = inhibition, actives largely listed as inhibitors | 230,000 tested, under 10 active | AID 1477; note: % of control where 0% means no effect
Target sequence (Q01196 whole entry, looked up): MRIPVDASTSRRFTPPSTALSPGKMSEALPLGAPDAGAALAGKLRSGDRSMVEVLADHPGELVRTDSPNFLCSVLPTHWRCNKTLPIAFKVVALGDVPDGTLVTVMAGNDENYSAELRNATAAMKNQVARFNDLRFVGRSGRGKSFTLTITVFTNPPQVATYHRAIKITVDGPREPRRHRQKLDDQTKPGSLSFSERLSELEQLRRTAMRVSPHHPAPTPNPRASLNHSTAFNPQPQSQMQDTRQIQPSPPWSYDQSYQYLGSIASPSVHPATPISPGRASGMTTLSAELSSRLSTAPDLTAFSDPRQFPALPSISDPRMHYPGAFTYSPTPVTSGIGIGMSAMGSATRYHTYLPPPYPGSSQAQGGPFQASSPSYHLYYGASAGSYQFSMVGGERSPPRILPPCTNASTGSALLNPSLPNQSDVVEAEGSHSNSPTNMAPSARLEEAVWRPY
Target sequence (Q13951 whole entry, looked up): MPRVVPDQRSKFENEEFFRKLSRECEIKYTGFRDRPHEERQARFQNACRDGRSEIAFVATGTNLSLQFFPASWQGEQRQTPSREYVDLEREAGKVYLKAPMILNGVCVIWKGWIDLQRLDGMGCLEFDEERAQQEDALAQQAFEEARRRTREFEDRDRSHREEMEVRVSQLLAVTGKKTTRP
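Interaction loss through any mechanism counts as activity. Pre-formed complex of His-CBF-beta and biotin-RUNX1 (30 nM apiece) is incubated with compound 15 min, then with 50 ng nickel and 50 ng streptavidin beads for 90 min before AlphaScreen detection.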
Tau FP inhib: tau fibrillization inhibition (FP). K18 P301L tau heparin fibrillization, Alexa594 FP, 6 h. Potency, µM (highest dose often 57.7 µM), without a hit: top-dose activity, negative = inhibition, most hits filed as inhibitors. 0.39% of 280,000 active; note: potency is the fitted concentration of half-maximal effect; % is set by controls: 0 for no effect and ±100 for the full control effect; nearly all actives have a fitted effect of over 55% in size
Target sequence (P10636 561-689 P618L limits assumed): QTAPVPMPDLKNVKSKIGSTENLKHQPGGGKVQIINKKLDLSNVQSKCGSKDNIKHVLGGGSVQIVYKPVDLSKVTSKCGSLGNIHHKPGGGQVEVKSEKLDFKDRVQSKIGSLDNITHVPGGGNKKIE
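Steps: dispense K18 P301L tau (15 uM plus 0.24 uM Alexa 594 tracer, final) in pH 7 sodium acetate; add compound; add heparin (20 uM final); incubate 6 hr, 37 C; add ThT (30 uM final); after 1 hr ambient, read FP.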
NPSR antagonist: blocks cAMP signaling of the human neuropeptide S receptor; Q6W5P4; CHO-NPSR cells, cAMP TR-FRET, antagonist mode; Potency, µM (top dose mostly 38.3 µM), for inactives: at the highest dose activity change, negative = inhibition, hits mostly inhibitors; 1% of 220,000 active; AID 1461; note: potency is the fitted concentration of half-maximal effect; % is set by controls: 0 for no effect and ±100 for the full control effect; nearly all actives have a fitted effect of over 50% in size; many of its hits are not listed in these tables
Epigenetic derep: derepresses silenced GFP reporter in murine cells | murine LDR cells, GFP reporter derepression, 30 h | Potency, µM (titrated, usually from 53.9 µM), inactives show top-dose GFP activation, most hits filed as activators | 0.2% of 280,000 active; note: potency is the fitted concentration of half-maximal effect; % of control where 0% means no effect; nearly all actives have a fitted effect of over 60% in size
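Readout is the number of GFP-expressing murine LDR cells, counted by cytometry following washing. Cells were treated with compound for 30 h at 37 C; the stably integrated CMV-GFP locus is normally silent.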
TexasRed fluor: Texas Red fluorescence interference in TRb-SRC2 counter-screen | TRb/SRC2 Texas Red total fluorescence interference | Potency, µM (titrated, usually from 106 µM), for the others: top-dose fluorescence change, negative = quenching | 0.29% of 280,000 active | AID 1479; active = well fitted curve in either direction with a large enough effect; inconclusive = small, poorly fitted or top-dose-only effect; note: potency is the fitted concentration of half-maximal effect; % is set by controls: 0 for no effect and ±100 for the full control effect
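Human TRβ ligand-binding domain (0.6 uM) and Texas Red SRC2 peptide (20 nM) in Tris buffer with 1 uM T3 and 5% DMSO were incubated with pinned compound for 5 hr at ambient temperature. Total fluorescence was computed as S + 2P (555/632 nm).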
Tau fluor cs: counter-screen for tau fibril formation inhibitors; tau K18 P301L Alexa594 fluorescence, heparin fibrillization; Potency, µM (series often up to 57.7 µM), without a hit: at the top dose activity change, negative = decrease; 0.93% of 280,000 active; note: potency is the fitted concentration of half-maximal effect; % is set by controls: 0 for no effect and ±100 for the full control effect; nearly all actives have a fitted effect of over 55% in size
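Human tau K18 P301L (15 uM unlabeled, 0.24 uM Alexa 594-labeled) in 100 mM sodium acetate pH 7 with 20 uM heparin, 6 hr at 37 C. ThT 30 uM added, 1 hr ambient; Alexa 594 FP and total fluorescence read at 555/632 nm.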
* = called active by the depositor; u = inconclusive; x = not tested or not shown; [ ] = dose if it differs, or a comment. Unless noted, calls come from the whole dose curve; as a rule, active = well fitted curve in the direction sought with a large enough effect; inconclusive = small, poorly fitted or top-dose-only effect, or another doubt; inactive = no such curve, though single readings can be large; an effect the other way counts as inactive or inconclusive. A portion of the library; count on the stated rates, not on these rows.

The first two compounds as a preview:
no.	molecule	CBFb RUNX1 block	Tau FP inhib	GLA spleen mod	NPSR antagonist	TexasRed fluor	Epigenetic derep	TRb-SRC2 inh	Tau fluor cs
1	COCCNc1cc(C)nc2ccccc12	3%	0%	-5%	3%[46.1 µM]	0%	-0.9%	0%	1%
2	COc1cc(C(=O)n2nc(-c3ccco3)nc2NCc2ccc(Cl)cc2)cc(OC)c1OC	x	-11%	x	x	-3%	-0.8%	1%	-17%

The listing (from the top)
no.	molecule	CBFb RUNX1 block	Tau FP inhib	GLA spleen mod	NPSR antagonist	TexasRed fluor	Epigenetic derep	TRb-SRC2 inh	Tau fluor cs
1	COCCNc1cc(C)nc2ccccc12	3%	0%	-5%	3%[46.1 µM]	0%	-0.9%	0%	1%
2	COc1cc(C(=O)n2nc(-c3ccco3)nc2NCc2ccc(Cl)cc2)cc(OC)c1OC	x	-11%	x	x	-3%	-0.8%	1%	-17%
3	COC(=O)C1=C(C(=O)c2ccc(C)cc2)C(c2ccc(O)c(OC)c2)n2nnnc2N1 (stereo not given)	-3%	-2%	-14%	-16%[46.1 µM]	1%	4.4%	2%	-8%
4	COc1cc(CNCc2ccccn2)ccc1OCc1c(Cl)cccc1Cl	-29%	-3%	-5%	4%[46.1 µM]	1%	8.8%	-3%	-13%
5	CC(C)NS(=O)(=O)c1ccc2nc(NC(=O)c3cncc(Br)c3)sc2c1	x	1%	x	x	-1%	-0.3%	-6%	-7%
6	Cc1ccc(CNC(=O)c2sc3nc4c(c(C(F)(F)F)c3c2N)CCC4)cc1	7%	6%	-4%	-10%[46.1 µM]	3%	0.0%	-1%	-14%
7	Cc1ccc(C(=O)NCCc2csc(-c3cccnc3)n2)cc1	-16%	1%	0%	5%[46.1 µM]	-3%	-0.8%	-8%	1%
8	COc1ccc(CN(C)C(=O)c2cnc(OC)cc2C(F)(F)F)c(OC)c1	6%	-9%	6%	-2%	0%	2.9%	11%	-1%
9	CC12C=C(/C=C/CCc3ccco3)C(C)(C1)C(CCc1ccco1)CC2=O (stereo not given)	u	-14%[11.6 µM]	0%[17.5 µM]	x	1%[11.2 µM]	1.1%[10.1 µM]	5%[11.2 µM]	-8%[11.6 µM]
10	CCOC(=O)c1[nH]c2ccc(OC)cc2c1NS(=O)(=O)c1ccc(Cl)s1	-1%	-4%	3%	-28%	-2%	0.0%	5%	u
11	C=CCSc1nnc(-c2ccc([N+](=O)[O-])cc2)o1	-2%	8%	-4%	0%	1%	-2.5%	-12%	2%
12	Cc1nc(C)c(C)nc1C	11%	5%	9%	14%	0%	2.5%	-7%	-9%
13	Cc1cc(-c2nnc3n2N=C(C(C)(C)C)CS3)n[nH]1	-2%	-2%	3%	-5%[46.1 µM]	0%	-0.2%	5%	7%
14	COc1ccc(CCNC(=O)c2cc(-c3ccncc3)nc3c(Cl)cccc23)cc1OC	-1%	0%	-1%	-28%	-5%	0.0%	3%	-19%
15	COc1ccccc1N1CCN(CC2CN3C(=O)N(C)c4ccccc4C3=N2)CC1 (stereo not given)	11%	8%	1%	x	-2%	0.0%	-2%	0%
16	C/C(CC(=O)Nc1ccc2c(c1)OCO2)=N\NC(=O)c1ccc(N)cc1	-3%	2%	3%	5%	1%	0.1%	0%	-13%
17	O=C(/C=C/c1ccco1)N1CCN(C/C=C/c2ccccc2)CC1	22%	1%	0%	-8%[46.1 µM]	-34%	1.0%	-4%	-8%
18	O=S(=O)(O)c1nc2ccccc2[nH]1	9%	9%	-11%	52%	1%	-3.7%	-4%	4%
19	Cc1ccc(C)c(S(=O)(=O)n2cnc3ccccc32)c1	6%	1%	1%	-5%[46.1 µM]	2%	1.3%	-6%	12%
20	CC(C)N1C[C@@]23C=C[C@@H](O2)C(C(=O)OCc2ccccc2)[C@H]3C1=O (stereo not given in full)	6%	9%	-1%	-5%[46.1 µM]	-4%	0.0%	-2%	2%
21	CCOC(=O)CC1C(=O)NCCN1c1nc2c(C)cccn2c(=O)c1/C=C1\SC(=S)N(C(C)CC)C1=O (stereo not given)	-5%	u	4%	13µM*	21%	7.1µM*	u	-9%
22	O=C(NCc1nc(-c2ccc(C(F)(F)F)cc2)no1)Nc1ccc(OC(F)(F)F)cc1	3%	7.9µM*	1%	6%	-2%	5.8%	-2%	-15%
23	Cc1ccsc1C(=O)Nc1cccc(S(=O)(=O)N(C)C)c1	2%	-7%	2%	9%	-5%	1.3%	-6%	-3%
24	COCCN(C(=O)CCC(=O)Nc1cc(C)on1)C(C(=O)NC1CCCC1)c1ccccc1C (stereo not given)	4%	-5%	1%	-13%	0%	0.0%	2%	-7%
25	COc1ccc(C(=O)NCCn2ccc3ccccc32)cc1OC	10%	-4%	-2%	-3%[46.1 µM]	-5%	6.4%	0%	4%
26	COc1ccc(CN2C(=O)NC3(CCCc4ccccc43)C2=O)cc1F (stereo not given)	4%	0%	2%	-18%	-4%	-1.3%	-7%	-2%
27	CCSc1nnc(CNc2ccc(C)cc2)n1C	8%	-6%	-6%	4%	-2%	1.1%	3%	-4%
28	CCOC(=O)C1(CCc2ccccc2)CCN(Cc2cccc3nccnc23)CC1	-2%	15%	-2%	u	u	7.5%	1%	-21%
29	Cn1cc(Br)c(-c2cccc(N3C(=O)CCCC3=O)c2)n1	0%	-8%	2%	-4%[7.67 µM]	-2%	-1.4%	-12%	-2%
30	COCCNC(=O)C1(C(F)(F)F)CC(CCCO)CCCO1 (stereo not given)	-16%	x	5%	x	-3%	x	6%	x
31	CCc1ccc(OCc2nnc(SCCN3CCOCC3)n2C)cc1	4%	-1%	10%	-18%[7.67 µM]	5%	-0.6%	-10%	7%
32	CCCC12CN3CC(C)(CN(C1)C3c1ccc([N+](=O)[O-])o1)C2=O (stereo not given)	3%	11%	5%	-9%	-5%	1.1%	0%	-8%
33	CCN(CCCCN1C(=O)c2ccccc2C1=O)c1ccc2c(c1)C(=O)N(C)C2=O	-9%	14%	-1%	-19%[46.1 µM]	0%	-2.5%	-5%	-3%
34	CCCOc1ccc(CNC(=O)c2oc3ccc4c(c3c2C)C(=O)CC(C)(CC)O4)cc1 (stereo not given)	x	-4%	x	x	-2%	-4.3%	5%	-22%
35	Nc1nc(Nc2ccccc2)nc2c1ncn2[C@@H]1O[C@@H](CO)[C@H](O)[C@H]1O	17%[21.7 µM]	0%	0%	x	0%	2.6%	-4%	-9%
36	CCn1c(SCc2nc(-c3ccc(OC)c(OC)c3)no2)nnc1-c1cccs1	6%	3%	2%	-18%[46.1 µM]	-5%	0.0%	-6%	13%
37	CSc1ccccc1NC(=O)CNCCCN1CCOCC1	-4%	-9%	-11%	-16%	-1%	1.2%	-1%	-11%
38	CCC(C)c1ccc(O[C@@H]2O[C@H](CO)[C@@H](O)[C@H](O)[C@H]2NC(C)=O)cc1 (stereo not given in full)	-6%	4%	0%	x	-2%	-1.1%	4%	-6%
39	Cc1nc2ncnn2c(N2CCN(C(=O)c3cccc(F)c3)CC2)c1C	6%	7%	9%	-6%[46.1 µM]	-3%	-2.0%	-15%	1%
40	O=C(O)c1ccc(N/C(=N\S(=O)(=O)c2ccc(Cl)cc2)c2ccccc2)cc1	1%	-11%	3%	0%	-2%	-1.6%	6%	-7%
41	CCc1ccc(NC(=O)CC2C(=O)N(c3cccc(OC)c3)C(=O)N2Cc2ccc(F)cc2)cc1 (stereo not given)	x	u	x	x	-1%	-1.1%	10%	u
42	O=C(COc1ccc(F)cc1)Nc1nccs1	-3%	-3%	2%	-2%[46.1 µM]	-4%	-1.0%	4%	-2%
43	Cc1ccc(-c2c3c([nH]c(=S)c2C#N)CCCC3)o1	u	u	1%	-10%[46.1 µM]	-2%	2.7%	-3%	-15%
44	Cc1ccc(NC(=S)NC(=O)c2ccc(-c3ccccc3)cc2)c(C)c1	-13%	7%	-6%	-11%[46.1 µM]	1%	-1.2%	0%	-12%
45	Cc1cc(C)c(C)c(S(=O)(=O)N2CCN(C(=S)NCC3CCCO3)CC2)c1C (stereo not given)	-14%	7%	2%	-19%	2%	2.3%	-3%	-13%
46	COc1ccccc1Nc1ncccc1C(=O)O	1%	-3%	3%	-23%[46.1 µM]	-2%	0.7%	-4%	-9%
47	O=C(CN1CCN(c2ccc([N+](=O)[O-])cc2)CC1)Nc1nccs1	0%	0%	5%	11%	0%	-1.9%	5%	9%
48	COc1ccc(NC(=O)CCn2nc(C)cc2C)cc1	4%	2%	-14%	-2%[46.1 µM]	-8%	0.9%	2%	5%
49	Cc1ccc(N2C(=O)CC(NNc3nc4ccccc4s3)C2=O)cc1C (stereo not given)	22%	-9%	-16%	-7%	-2%[53 µM]	-1.3%	4%[53 µM]	-17%
50	COc1cc2cccc(OC)c(=O)c2c(O)c1OC	1%	7%	-5%	-7%	-2%	0.0%	10%	-3%
51	Cc1ccc(S(=O)(=O)N(CC(=O)N2CCCCC2)c2cccc(C)c2)cc1	10%	9%	-1%	-14%[46.1 µM]	-2%	0.1%	4%	2%
52	Cc1ccc(-c2c[n+](Cc3ccc(Cl)cc3)c3n2CCC3)cc1	5%	-10%	0%	u	-1%	2.5%	7%	-5%
53	COc1ccc(/C=N/NC(=O)CSc2ccccn2)cc1OC	0%	4%	1%	-10%	-3%	-0.3%	1%	8%
54	CCn1c2ccccc2c2cc(/C=N/n3cn[nH]c3=S)ccc21	-13%	3%	1%	u	-6%	0.0%	2%	u
55	Cc1ccc(CNC(=O)CCNC(=O)c2ccco2)cc1	-1%	-8%	-10%	2%[46.1 µM]	2%	-1.2%	4%	-5%
56	O=C(c1ccc(Cn2cc(Cl)cn2)cc1)N1CCN(c2ccccc2)CC1	4%	0%	-5%	u	0%	0.2%	6%	-10%
57	Cc1ccc(Nc2nnc(SCC(=O)Nc3cccc(S(=O)(=O)NC4=NCCCCC4)c3)s2)cc1	2%	7%	9%	8%	-2%	-1.5%	4%	u
